Screens from PubChem.
ASAP1 inh: inhibitors of human ASAP1 ArfGAP activity, primary screen, biochemical, fluorescence polarization. Arf-GAP with SH3 domain, ANK repeat and PH domain-containing protein 1 (Homo sapiens), …. ASAP1-stimulated ARF1 GTP hydrolysis, GDP FP detection. inhibition, % at 16.5 µM. hit rate 0.19% among 360,000. AID 624377, 2012; in the data active = inhibition above about 25%;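 note: 0% = vehicle with enzyme and substrate and 100% = no enzyme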
Target sequence (Q9ULH1 325-724 limits assumed): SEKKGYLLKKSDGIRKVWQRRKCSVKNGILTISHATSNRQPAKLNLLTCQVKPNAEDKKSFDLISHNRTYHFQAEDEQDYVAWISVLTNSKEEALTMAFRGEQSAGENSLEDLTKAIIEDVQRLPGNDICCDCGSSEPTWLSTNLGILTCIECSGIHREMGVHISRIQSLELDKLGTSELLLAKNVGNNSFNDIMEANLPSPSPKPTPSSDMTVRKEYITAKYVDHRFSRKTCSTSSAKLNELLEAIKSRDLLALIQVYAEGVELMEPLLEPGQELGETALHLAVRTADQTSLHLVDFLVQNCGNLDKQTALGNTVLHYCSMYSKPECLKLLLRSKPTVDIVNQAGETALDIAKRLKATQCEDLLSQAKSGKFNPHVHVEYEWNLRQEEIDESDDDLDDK
ADAM10 inh: human ADAM10 inhibitors, primary screen, biochemical, QFRET, HTS | Disintegrin and metalloproteinase domain-containing protein 10 (Homo sapiens), O14672 | recombinant ADAM10, EDANS/DABCYL FRET peptide cleavage, 3 h | inhibition, % at 7 µM | hit rate 0.62% among 370,000 | AID 720582, 2013;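 active = inhibition above a per-campaign cutoff equal to the mean of compounds falling between control-based bounds plus 3 SD, cut at about 20% in these data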;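 note: 0% = DMSO wells while the 100% control is not disclosed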
DDE Tn6 FP inh: inhibitors of Tn6 peptide binding to fibrin DD(E), primary screen, biochemical, fluorescence polarization, human fibrin, Tn6 probe | AID 720509, 2013 | hit rate 0.21% among 370,000 | inhibition, % at 8.3 µM | Fibrinogen beta chain (Homo sapiens), P02675 | Fibrin DD(E) TRITC-Tn6 fluorescence polarization displacement;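 active = inhibition above a per-campaign cutoff: mean of compounds within control limits plus 3 SD, cut at about 15% in these data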;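 note: 0% = median of all compound wells on the plate and 100% = blocking peptide control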
Target sequence (P02675 whole entry, looked up): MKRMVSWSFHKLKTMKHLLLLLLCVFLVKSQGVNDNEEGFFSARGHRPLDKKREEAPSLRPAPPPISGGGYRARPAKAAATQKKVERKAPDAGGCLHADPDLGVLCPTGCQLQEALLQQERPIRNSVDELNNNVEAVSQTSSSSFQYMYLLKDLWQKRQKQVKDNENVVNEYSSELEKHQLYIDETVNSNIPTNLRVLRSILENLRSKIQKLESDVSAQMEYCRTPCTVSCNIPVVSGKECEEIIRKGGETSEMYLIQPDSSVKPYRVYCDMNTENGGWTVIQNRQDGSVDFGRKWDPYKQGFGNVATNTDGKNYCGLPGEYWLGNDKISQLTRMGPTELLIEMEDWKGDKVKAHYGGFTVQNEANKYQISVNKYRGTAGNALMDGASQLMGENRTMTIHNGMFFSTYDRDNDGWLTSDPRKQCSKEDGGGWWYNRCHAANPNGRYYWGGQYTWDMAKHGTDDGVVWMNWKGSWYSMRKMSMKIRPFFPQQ
proKLK7 act: proKLK7 zymogen activators, primary screen, biochemical, fluorescence intensity | Kallikrein-7 (Homo sapiens), P49862 | purified proKLK7, EDANS-DABCYL substrate fluorescence; 100% is mature enzyme control, 0% vehicle | activation, % at 7 µM | hit rate 0.9% among 370,000 | AID 652039, 2013;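 active = activation above the mean of all tested compounds plus 3 SD, computed per campaign excluding outliers beyond control limits, cut at about 13% in these data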
ADAM17 inh: ADAM17 inhibitors, primary screen, biochemical, QFRET; Disintegrin and metalloproteinase domain-containing protein 17 (Homo sapiens), P78536; recombinant ADAM17, EDANS/DABCYL FRET peptide cleavage; inhibition, % at 6.95 µM; hit rate 0.83% among 370,000;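 active = inhibition above the mean of compounds lying between control limits plus 3 SD, set per campaign, cut at about 8.5% in these data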;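 note: 0% = DMSO-only wells as the low control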
TDP2 absorb: human TDP2 enzyme inhibitors, primary screen, biochemical, epi absorbance, recombinant enzyme. Tyrosyl-DNA phosphodiesterase 2 (Homo sapiens), O95551. T5PNP hydrolysis, p-nitrophenol absorbance 415 nm. inhibition, % at 12.8 µM. hit rate 0.34% among 370,000. AID 720702, 2013;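 active = inhibition above the mean of all tested compounds plus 3 SD, set per campaign, cut at about 25% in these data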;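 note: 0% = DMSO with enzyme and 100% = buffer with substrate but no TDP2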
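Test system: Human TDP2 enzyme | Reagent: 5 mM T5PNP | Compound dosing: 12.8 µM single point, 1% DMSO | Incubation: Enzyme reaction with compound for 2 h at 37 °C | Technique: p-Nitrophenol epi absorbance | Read-out: % inhibition relative to enzyme-containing and enzyme-free wells | Benchmarks: High control without enzyme, low control DMSO plus TDP2 | Replicates: Singlicate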
Tn7 DDE FP: inhibitors of Tn7 peptide binding to fibrin DD(E), primary screen, biochemical, fluorescence polarization, human fibrin, Tn7 probe. Fibrinogen beta chain (Homo sapiens), P02675. FP displacement of FITC-Tn7 peptide from fibrin DD(E); 0% = median of compound wells per plate. inhibition, % at 8.3 µM. hit rate 0.13% among 370,000;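 active = inhibition above the mean of compounds falling within the control limits plus 3 SD of them, cut at about 14% in these data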;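 note: 0% = plate median of compound wells and 100% = 10 µM Aha-Tn7 peptide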
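System: human fibrin DD(E); quantity: Fibrin-DD(E) at 2 µM final; also added: fluorescent Tn7 probe at 0.1 µM; compound dosing: single nominal test concentration of 8.3 µM per compound; schedule: 10 min preincubation, 3 h with tracer, room temperature; detection: fluorescence polarization of the labelled Tn7 tracer; repeats: one replicate per compound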
ARFGAP1 inhibitor: inhibitors of rat ARFGAP1 GAP activity, primary screen, biochemical, fluorescence polarization, GDP tracer. ADP-ribosylation factor GTPase-activating protein 1 (Rattus norvegicus), Q62848. Arfgap1-stimulated ARF1 GTP hydrolysis, GDP FP detection. inhibition, % at 16.5 µM. hit rate 0.26% among 360,000. AID 651572, 2012;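 active = inhibition above a per-plate limit, mean inhibition of low control wells plus 3 SD, cut at about 25% in these data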;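 note: 0% = DMSO wells with enzyme and 100% = wells lacking Arfgap1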
Target sequence (Q62848 1-136 limits assumed): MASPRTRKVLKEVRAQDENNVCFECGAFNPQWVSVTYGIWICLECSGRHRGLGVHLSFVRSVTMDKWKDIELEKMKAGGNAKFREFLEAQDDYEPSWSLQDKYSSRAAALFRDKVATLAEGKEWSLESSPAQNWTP
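Replicates: Single well per compound | Assay system: Truncated rat Arfgap1 GAP domain | Control set: No-Arfgap1 wells (100%) versus DMSO full-reaction wells (0%) | Times: Enzyme reaction 120 min at 25 °C after 20 min preincubation | Reagent: Human ARF1(Δ1-17)-GTP substrate | Measured by: Tracer-displacement fluorescence polarization with EDTA stop, 620/688 nm | Measure: Percent inhibition of Arfgap1-stimulated GTP hydrolysis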
PLC-gamma1 inh: PLC-gamma1 enzyme inhibitors, primary screen, biochemical, fluorescence, purified enzyme; AID 720700, 2013; inhibition, % at 12.2 µM; fluorogenic substrate; hit rate 0.84% among 370,000; in the data active = inhibition above about 9.5%
LEDGF integ inh: blockers of LEDGF/p75-dependent integrase strand transfer – biochemical, TR-FRET, high throughput, primary screen; HIV-1 integrase (with human LEDGF/p75); TR-FRET IN-LEDGF/p75 DNA integration, Eu/Cy5; inhibition, % at 3.7 µM; hit rate 0.64% among 370,000;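 active = inhibition above the screen-wide mean plus 3 SD, cut at about 13% in these data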;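 note: signal is the Cy5 over europium emission ratio at 671 and 618 nm; 0% = plate median of compound wells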
* marks the source's active call; other numbers are inactive results.

Results follow in this order: ASAP1 inh, ADAM10 inh, DDE Tn6 FP inh, proKLK7 act, ADAM17 inh, TDP2 absorb, Tn7 DDE FP, ARFGAP1 inhibitor, PLC-gamma1 inh, LEDGF integ inh
O=S(=O)(NCC1CCCO1)c1ccc(S(=O)(=O)N2CCCC2)cc1 (configuration not stated)
    -8.6, 7.5, -0.8, -0.5, -0.2, 1.8, -1.1, 7.0, 2.1, 1.2
COc1ccc2c(c1)CC(C)C/C2=N\NC(=O)c1ccco1 (configuration not stated)
    4.1, -2.6, -5.6, 0.7, 5.0, -3.1, 1.6, -10.2, 3.0, 2.4
Cc1nn(Cc2c(F)c(F)c(F)c(F)c2F)c(C)c1NC(=O)c1nn(C)cc1[N+](=O)[O-]
    -6.1, 0.3, 1.5, -0.3, -2.8, 1.2, 9.2, -3.5, -0.5, -1.7
N#Cc1ccsc1NC(=O)CN1CCCCCC1
    6.3, -12.8, 2.4, 0.5, -9.0, -11.3, -1.0, 11.8, -7.6, -4.0
CC(Sc1ccc(Cl)cc1)C(=O)NNC(=O)c1ccco1 (configuration not stated)
    -13.7, -11.8, 6.9, -0.3, -0.5, -5.3, 0.8, -0.7, 1.6, -2.8
O=C(NNC(=O)c1csc(-c2cccnc2)n1)c1ccccc1
    -6.5, 6.2, 2.6, 0.6, -0.1, 3.8, 5.3, -2.5, 9.6*, 7.5
O=C(NCc1ccc(N2CCCC2=O)cc1)NC1CCCCC1
    -7.7, 17.5, -4.2, -0.2, -3.5, -13.2, 0.4, 6.0, 5.2, 1.0
Cc1ccc(C)c(CNS(=O)(=O)c2c(C)[nH]c(C)c2C(=O)N2CCCCC2)c1
    2.6, -119.1, 4.8, 0.1, -5.2, 2.5, 1.3, 5.6, 0.4, -1.1
CC(C)CNS(=O)(=O)c1ccc(CCC(=O)NCc2ccncc2)cc1
    9.8, -17.8, 1.9, 0.5, -5.3, -0.2, 1.6, -9.7, -5.4, 0.3
CC(Sc1ccc(S(=O)(=O)N2CCCC2)cn1)C(N)=O (configuration not stated)
    3.3, -6.0, -2.2, -0.1, -2.8, 2.7, -4.6, 7.2, -1.1, 0.4
Cc1ccc(-n2c(C)cc(/C=N/Nc3ccc([N+](=O)[O-])cn3)c2C)cc1
    5.5, 1.6, -0.1, -0.5, -1.8, 4.5, -4.4, 2.5, -7.6, 1.1
COC(C[C@H]1O[C@H]1C(=O)[C@@H](C)OCc1ccccc1)OC
    3.4, 1.8, 0.1, -0.8, -4.5, -4.2, 1.9, -0.8, -1.2, 0.9
CC(=O)Nc1ccc(N/C(=N\S(=O)(=O)c2ccccc2)c2ccccc2)cc1
    8.3, -5.9, -5.9, 0.6, 2.5, -8.9, -4.3, -0.1, 3.4, 2.2
CCN(CC)c1ccc(/C=N/N2C(=O)c3ccccc3C2=O)cc1
    -12.3, 0.4, 6.5, -0.5, -3.6, 6.7, -0.6, 4.6, -0.6, -2.2
CN(C)c1ccc(/C=N/NC(=O)c2nonc2N)cc1[N+](=O)[O-]
    -15.5, -0.7, 0.2, -0.4, 0.8, -0.4, 0.6, 2.1, 9.8*, -9.3
CCN(Cc1cc(=O)n2ccsc2n1)Cc1nc2cc(OC)c(OC)cc2c(=O)[nH]1
    -2.9, 0.6, 4.7, -0.1, -5.3, 2.7, 6.7, 11.2, -11.9, -1.4
CC(C)(C)CN1CCN(CC#Cc2ccccc2)CC1CCO (configuration not stated)
    -16.3, -2.4, 4.4, 0.2, 0.2, 1.5, 10.1, -13.6, -0.2, 3.1
Cc1csc(NC(=O)CCNC(=O)c2ccccc2Cl)n1
    -0.9, -4.0, 6.9, 0.9, -2.5, -8.9, 0.3, -5.4, -0.4, -7.0
Cc1cc(NC(=O)CSc2nc(N)c(NC(=O)c3ccc(F)c(F)c3)c(=O)[nH]2)no1
    0.8, -4.0, 3.5, 0.3, -2.7, 17.9, 5.9, -8.6, -1.4, 0.8
COc1ccc([N+](=O)[O-])cc1N(CC(=O)NCCCOC(C)C)S(C)(=O)=O
    -2.2, 0.5, 13.7, -0.7, 1.1, -9.2, -6.3, -4.8, 1.6, 2.5
BrC(=C\c1ccccc1)/C=N/n1cnnc1
    9.1, 1.6, -4.4, 0.0, -3.9, -12.4, 7.3, 1.4, 4.5, -4.5
COc1ccc(-n2c(SCC(=O)Nc3cc(C)on3)nc3c([nH]c4ccccc43)c2=O)cc1OC
    -7.6, -5.3, -0.4, -0.4, -1.1, 10.3, -3.0, 6.9, 3.3, 2.6
CCNC(=O)NC(=O)COc1ccccc1C#N
    7.8, -6.2, 5.9, 0.2, 2.3, -4.3, 3.8, -0.2, -1.5, -1.7
CCCCSc1nnc([C@@H]2CCCN2C(=O)OC(C)(C)C)o1
    -19.3, 2.6, 3.2, 0.1, -5.1, -6.8, 3.9, 8.8, 0.0, -1.4
Cc1cc(=O)nc2c3ccccc3n(CC(=O)NC(C)c3ccc4c(c3)OCCO4)n12 (configuration not stated)
    -1.8, -3.7, 6.8, 0.0, -0.8, 4.6, -0.2, -9.9, -2.2, 1.8
CN1CC(=O)N(CC(=O)Nc2ccc3c(c2)CCC3)C1=O
    0.7, -2.0, 0.8, 0.4, -3.3, -7.9, 1.5, -5.9, 0.1, 2.4
CC(C)COc1ccc(C(=O)OCC(=O)NCCC2=CCCCC2)cc1
    -7.8, -4.1, 0.0, 0.5, -1.8, -0.2, 4.7, -1.3, -4.6, -1.5
CCOC(=O)C1(Cc2cccc(OC)c2)CCN(Cc2cccnc2)CC1
    -2.2, -9.2, -2.2, -0.1, -5.0, -4.7, 4.6, 2.1, -7.3, -5.7
NNC(=S)NC1CCCCCCCCCCC1
    -3.6, 4.6, 4.5, -0.3, 0.1, -4.3, -0.1, 3.2, -0.2, 5.5
O=C(N/N=C/c1cn(-c2cccs2)nc1-c1ccccc1)c1ccccc1Cl
    14.4, 20.5*, -14.9, -3.8, 7.6, -1.1, -1.3, 11.8, -7.6, 1.0
CCc1nnc(N/N=C/c2ccc(O)c(OC)c2)n1N
    -2.8, -3.0, 2.0, 0.0, -3.0, 79.2*, -4.8, -13.2, 8.8, 54.5*
CN(C)c1cc[n+](CC(=O)Nc2ccc(Cl)c([N+](=O)[O-])c2)cc1
    -4.3, 4.3, -8.2, -0.3, 2.0, 1.2, 3.6, 12.7, -1.8, -1.1
O=c1c2ccccc2sn1-c1ccc(S(=O)(=O)N2CCCCC2)cc1
    25.3*, 2.9, 4.5, -1.3, 0.0, -0.5, 2.0, 7.4, 2.0, 0.8
Cc1cccc(NC(=O)CNC(=O)COc2ccc(-c3ccc(C#N)cc3)cc2)c1C
    -1.5, -4.2, -0.4, -0.5, -0.7, 2.5, 6.3, 23.0, -14.5, -0.9
COc1ccc(/C=C/C(=O)OCC(=O)NCc2ccccc2)cc1OC
    0.3, -127.6, -3.4, 1.2, -31.6, 7.7, -4.4, -12.4, -50.1, -1.0
COc1ccc(C(=O)N/C(=C\c2ccc(Cl)cc2)C(=O)NCCN2CCOCC2)cc1
    -16.4, -20.9, 4.0, -0.7, -6.6, 7.6, -3.5, 8.1, -12.3, -2.2
Cc1nc(SCC(=O)Nc2c(C)n(C)n(-c3ccccc3)c2=O)[nH]c(=O)c1C
    0.3, 2.6, -2.5, -1.2, 1.5, -16.3, -6.5, 10.4, -3.3, 2.2
COc1cc(C(=O)/C=C/c2cccnc2)c([N+](=O)[O-])cc1OC
    8.2, -4.5, -1.3, 0.0, -6.9, 7.5, 3.4, 3.0, -7.5, -0.7
Cn1c(=O)c(C(=O)CSc2nnc(Nc3ccccc3)s2)c(N)n(Cc2ccccc2)c1=O
    0.7, 4.7, 2.7, -0.5, 3.0, -8.3, -7.6, 7.8, 8.1, 1.1
CCCCOc1ccc(Cc2c(Cl)nc(SC)nc2N2CCOCC2)cc1
    -3.6, 10.1, 11.3, -0.4, -4.0, -1.5, 9.3, 8.2, 1.2, 0.3
Cc1cccc(-n2c(SCC(=O)NCC3CCCO3)nc3ccccc3c2=O)c1C (configuration not stated)
    -2.2, -6.4, 6.6, 0.3, -1.5, 3.3, 6.2, -4.2, -4.5, -1.1
CCCOc1ccc2[nH]c(C(=O)N/N=C/c3cc(OC)c(OC)c(OC)c3)cc2c1
    21.4, -30.7, -4.6, -2.0, -15.5, -16.3, -1.3, 8.4, -133.9, -4.9
CCCSc1nsc(NC(=O)CCC)n1
    5.4, 9.8, -2.8, 2.9, 9.2*, -16.6, -5.2, -12.1, 3.7, 10.9
Cc1sc2nc(SCC(=O)Nc3ccccc3F)[nH]c(=O)c2c1C
    -6.3, -7.6, -4.5, 0.1, -1.6, 4.1, -9.6, 0.3, 0.3, -4.7
COc1cccc(N2CCN(C(=O)c3ccc(N4C(=O)NC5CC4(C)Oc4ccccc45)cc3)CC2)c1 (configuration not stated)
    9.3, 7.7, 4.2, 0.3, -0.2, 10.0, 2.2, 6.4, 2.3, 0.1
CC1CN(C(=S)Nc2ccccc2)C(C)CN1C=O (configuration not stated)
    -5.8, 0.6, 4.3, 0.3, 1.0, -15.3, -1.5, 1.4, -0.6, 3.7
Cc1noc(C)c1S(=O)(=O)N(C)CC(=O)Nc1ccc(F)cc1
    11.7, -0.3, -4.5, 0.4, -5.2, 4.3, 3.3, -1.1, -1.5, 0.5
O=[N+]([O-])c1nn(-c2cccc(Cl)c2)n(O)c1=NCc1cccnc1
    -9.2, -5.5, 2.0, -0.6, 0.8, 4.1, -3.3, -6.5, 2.5, 0.3
Cc1cccc(N2CCN(S(=O)(=O)c3c(C(=O)N4CCCCC4)c(C)n(C)c3C)CC2)c1C
    -20.0, 13.9, 3.7, 0.8, 1.2, -8.6, -0.5, -2.3, 3.4, 0.8
Cc1ccc(NC(=O)N(CCCN2CCOCC2)Cc2cccs2)cc1C
    -2.1, 2.1, 0.3, 0.1, -0.1, 18.4, -2.2, 4.5, 3.5, -0.3
